# NPY Y2 blocker = NPY-Y2 receptor antagonists, primary screen, cell-based | Neuropeptide Y receptor type 2 (Homo sapiens), P49146 | NPY-Y2 expressing cells, antagonist mode | inhibition, % at 2.7 µM | actives 0.99% (n = 140,000) | AID 793, 2007; in the data active means inhibition above about 17%;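 further: 0% = vehicle with agonist challenge and 100% = reference antagonist with challenge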
# Target sequence (P49146 whole entry, looked up): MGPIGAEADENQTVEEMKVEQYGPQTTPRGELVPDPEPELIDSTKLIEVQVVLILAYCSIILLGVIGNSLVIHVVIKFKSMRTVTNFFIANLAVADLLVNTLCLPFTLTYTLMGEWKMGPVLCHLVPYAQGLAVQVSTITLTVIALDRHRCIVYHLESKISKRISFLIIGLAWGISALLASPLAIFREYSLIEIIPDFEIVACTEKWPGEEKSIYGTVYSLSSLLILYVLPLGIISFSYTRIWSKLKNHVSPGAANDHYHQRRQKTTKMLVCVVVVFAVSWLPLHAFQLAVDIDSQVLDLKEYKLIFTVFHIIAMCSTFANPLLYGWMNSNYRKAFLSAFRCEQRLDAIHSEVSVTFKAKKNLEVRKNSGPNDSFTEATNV
# Phagocyt inh = inhibitors of macrophage phagocytosis, primary screen, imaging, J774A.1 cells, IgG beads. J774A.1 macrophage IgG-bead phagocytosis. inhibition, % at 5 µM. actives 0.07% (n = 110,000);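 active means inhibition above the mean of the plate negative controls plus 5 SD, cut at about 13% in these data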;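 further: phagocytic index as fraction of beads internalized from green versus red external bead signal; plate controls were DMSO negative control for no effect and cytochalasin-D positive control for full effect; some results beyond the cut were filed as inactive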
# bCat KO growth = primary screen for growth suppressors in beta-catenin knockout HCT116 cells (colon tumor, human); HCT116 beta-catenin knockout viability, CellTiter-Glo, 60 h; active compounds read low; viability, % at 10 µM; actives 1.5% (n = 140,000);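 active means viability at or under a set limit, the compound median less 4 SD, cut at about 6% in these data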;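 further: 0% = Hyamine 1622 control at 20 µM and 100% = untreated cell control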
# PTEN del growth = growth suppression of PTEN-null HCT116, primary screen, cell-based, CellTiter-Glo; HCT116 PTEN-null viability, 60 h; active compounds read low; viability, % at 10 µM; actives 1.2% (n = 140,000);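 active means viability at or below a set limit, 4 SD under the median of all tested compounds, cut at about 3.7% in these data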;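 further: PTEN knockout HCT116 line with beta catenin targeted HCT116 as companion control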
# Yeast life ext = compounds extending yeast replicative lifespan, primary screen, S. cerevisiae, OD615 | inhibition of the nicotinamide effect, % at 10 µM | AID 775, 2007 | S. cerevisiae growth with nicotinamide; deaD strain in restrictive glucose medium | actives 0.68% (n = 130,000);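 active means inhibition above a set limit, placed 3 SD over the median of all compounds, cut at about 26% in these data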;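 further: 0% = nicotinamide-treated wells and 100% = cells grown without nicotinamide; some compounds called inactive have numbers as strong as hits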
#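 Test system – modified budding yeast, DeaD strain · Compound – single dose 10 µM compound, 0.25% DMSO · Times – culture preincubation 4 h, compound exposure 48 h, both 30 °C · Detection – optical density (absorbance) at 615 nm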
# Measles CPE = compounds protecting cells from measles virus cytopathic effect, primary screen, measles RdRp inhibitor project, single point, MLSMR library, absorbance | Measles virus-infected cells, CPE protection | protection (pct of control), % at 4 µM | actives 1.5% (n = 140,000); in the data active means protection mostly above about 24%, no sharp cut-off; inactive means mostly below about 26%; further: some compounds called inactive have numbers as strong as hits
# Yeast growth inh = growth inhibitors of yeast BB579 in restrictive medium, primary screen, yeast lifespan-shortening project, S. cerevisiae. actives 0.51% (n = 140,000). OD615, 48 h. inhibition, % at 10 µM;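 active means inhibition above a set limit, 3 SD over the mean compound inhibition, cut at about 44% in these data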; further: inactives centre near -24
#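 Assay system: S. cerevisiae DeaD strain BB579 yeast. Medium: CSMM-D restrictive synthetic medium containing dextrose (glucose). Times: 4 h cell preincubation, 48 h compound exposure, 30 °C humidified. Signal: OD615 turbidity measurement. Benchmarks: positive control amphotericin B 10 µg/mL.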
# MRP1 act = H69AR viability gain despite doxorubicin, primary screen, MRP-1 activator project, H69AR cells, CellTiter-Glo | actives 0.61% (n = 140,000) | viability increase, % at 10 µM | viability rescue;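 active means viability gain under doxorubicin at or above a set limit, the compound median plus 3 SD, cut at about 4.7% in these data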;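 further: MRP-1 overexpressing cells given doxorubicin 25 µM after compound pretreatment; 18-22 h compound pretreatment then 72 h with doxorubicin before readout; 0% = doxorubicin-only wells and 100% = vehicle-treated cells without doxorubicin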
# E-sel TNF inh = E-selectin induction blockers in HUVEC – imaging, immunofluorescence, high content, primary screen; HUVEC TNFa-induced E-selectin immunofluorescence; inhibition, % at 2 µM; actives 0.71% (n = 120,000); AID 1246, 2008;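 active means inhibition above the batch mean plus 3 SD, and confirmed as a hit on visual image review, cut at about 43% in these data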;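 further: 0% = TNF-stimulated DMSO wells and 100% = unstimulated control wells; not every result past the cut was called active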
# GALR2 blocker = GALR2 antagonists in receptor-expressing cells, primary screen; Galanin receptor type 2 (Homo sapiens), O43603; inhibition, % at 4 µM; actives 0.39% (n = 140,000); antagonist mode; in the data active means inhibition above about 27%;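 further: cells stimulated with galanin 1-16 at roughly its EC80; 0% = agonist challenge control and 100% = basal control without agonist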
# An asterisk follows results filed as active; nt = no result given.
SMILES,NPY Y2 blocker,Phagocyt inh,bCat KO growth,PTEN del growth,Yeast life ext,Measles CPE,Yeast growth inh,MRP1 act,E-sel TNF inh,GALR2 blocker
COCCn1nnnc1C(c1cc2ccc(OC)cc2[nH]c1=O)N1CCN(C2CCCCC2)CC1 (centres undefined),1,0,87,104,-10,4,-54,-1.9,-42,-5
CCN(CC)S(=O)(=O)c1cccc(C(=O)N[C@H](C(=O)OCC(N)=O)C(C)C)c1,-1,nt,97,92,0,18,-28,0.0,12,-4
COc1ccc(NC(=O)CSc2nc(O)cc(=O)n2C)cc1,2,nt,86,90,-9,15,10,3.2,12,4
CC1(C)CC2CC(C)(CN2C(=O)Cc2ccccc2)C1 (centres undefined),3,nt,93,96,nt,10,-17,-0.9,7,15
Fc1ccccc1Nc1nc(-c2ccncc2)nc2ccccc12,4,-1,88,84,7,3,-44,-2.7,nt,-11
O=C(NNc1c(Cl)cc(Cl)cc1Cl)c1cccc([N+](=O)[O-])c1,0,-8,83,81,1,6,-7,-2.5,-15,-7
Cc1ccc(N=CC2=C(O)CC(C)(C)CC2=O)nc1,5,0,102,115,4,3,-16,0.3,4,-16
OC(CN1CCN(Cc2ccc3c(c2)OCO3)CC1)c1c[nH]c2ccccc12 (centres undefined),6,nt,11,16,-27,22,10,-5.5,-36,13
COc1ccccc1N1CCN(C(c2cc3cc(C)ccc3[nH]c2=O)c2nnnn2C2CCCC2)CC1 (centres undefined),-1,-2,80,68,-2,1,-40,-0.2,-1,3
O=C(NCc1ccco1)c1ccccc1F,0,-1,100,108,-8,17,-52,-0.7,-50,2

# Some of the entries so far, with each value named.
COc1ccc(NC(=O)CSc2nc(O)cc(=O)n2C)cc1
  NPY Y2 blocker: 2
  Phagocyt inh: nt
  bCat KO growth: 86
  PTEN del growth: 90
  Yeast life ext: -9
  Measles CPE: 15
  Yeast growth inh: 10
  MRP1 act: 3.2
  E-sel TNF inh: 12
  GALR2 blocker: 4
CC1(C)CC2CC(C)(CN2C(=O)Cc2ccccc2)C1 (centres undefined)
  NPY Y2 blocker: 3
  Phagocyt inh: nt
  bCat KO growth: 93
  PTEN del growth: 96
  Yeast life ext: nt
  Measles CPE: 10
  Yeast growth inh: -17
  MRP1 act: -0.9
  E-sel TNF inh: 7
  GALR2 blocker: 15
Fc1ccccc1Nc1nc(-c2ccncc2)nc2ccccc12
  NPY Y2 blocker: 4
  Phagocyt inh: -1
  bCat KO growth: 88
  PTEN del growth: 84
  Yeast life ext: 7
  Measles CPE: 3
  Yeast growth inh: -44
  MRP1 act: -2.7
  E-sel TNF inh: nt
  GALR2 blocker: -11

# Random excerpt: three compounds from above, in no set order.
SMILES,NPY Y2 blocker,Phagocyt inh,bCat KO growth,PTEN del growth,Yeast life ext,Measles CPE,Yeast growth inh,MRP1 act,E-sel TNF inh,GALR2 blocker
O=C(NNc1c(Cl)cc(Cl)cc1Cl)c1cccc([N+](=O)[O-])c1,0,-8,83,81,1,6,-7,-2.5,-15,-7
COc1ccccc1N1CCN(C(c2cc3cc(C)ccc3[nH]c2=O)c2nnnn2C2CCCC2)CC1 (centres undefined),-1,-2,80,68,-2,1,-40,-0.2,-1,3
CCN(CC)S(=O)(=O)c1cccc(C(=O)N[C@H](C(=O)OCC(N)=O)C(C)C)c1,-1,nt,97,92,0,18,-28,0.0,12,-4

# The list continues:
SMILES,NPY Y2 blocker,Phagocyt inh,bCat KO growth,PTEN del growth,Yeast life ext,Measles CPE,Yeast growth inh,MRP1 act,E-sel TNF inh,GALR2 blocker
Cc1ccc(S(=O)(=O)N(CC(=O)N=Nc2c(O)[nH]c3ccccc23)c2ccc(C)c(C)c2)cc1,2,-3,71,66,9,18,-54,-1.3,nt,-6
C=CCN(c1cccc(C(F)(F)F)c1)S(=O)(=O)c1cccc(C(=O)OCC(=O)NCCC)c1,2,0,96,100,-4,3,-22,1.8,46,1
Cc1ccc2c(c1)C(SCC(=O)NCCc1ccccc1)CC1(CCCC1)O2 (centres undefined),6,nt,79,86,4,8,-11,2.1,6,-9
COc1ccc(S(=O)(=O)N2CCCC2C(=O)Nc2nnc(-c3cccnc3)s2)cc1 (centres undefined),1,1,92,97,-10,38,-46,-1.6,nt,-12
CNS(=O)(=O)c1ccc(NC(=O)c2nc3nc(C)cc(C(F)F)n3n2)cc1,2,0,106,107,-11,3,-78,0.1,-25,2
CN=C1c2ccccc2CN1c1cccc(C(=O)OC)c1,2,-1,106,100,-12,24,-44,-0.2,-46,5
CCC(CC)C(=O)NCCc1ccc(OC)cc1,5,nt,93,91,-14,17,-12,-1.2,14,-8
O=C(c1cc(-c2cccs2)nc2ccccc12)N1CCN(S(=O)(=O)c2cccc(F)c2)CC1,6,-1,85,76,-8,10,-16,-1.2,8,-14
Cc1ccc2c(c1)NC(=O)C(CC(=O)NCCCN1CCN(c3cc(C)ccc3C)CC1)O2 (centres undefined),9,0,44,52,-7,25,-23,-3.0,10,-4
CC1CCN(C(=O)CSc2nnc(CNC(=O)COc3ccc(Cl)cc3)o2)CC1,2,0,83,88,-2,5,-67,0.2,9,0
CCN1CCN(Cc2nc3c(c(=O)n(C)c(=O)n3C)n2Cc2ccccc2Cl)CC1,1,-1,99,87,-7,1,3,-3.2,21,6
OCCCc1nc2n(n1)C(c1ccccc1Cl)C=C(c1cccs1)N2 (centres undefined),3,-1,99,90,-14,10,-26,-0.6,-8,28*
CCc1nnc(NC(=O)CSc2nnc(-c3ccccc3O)n2CC)s1,-1,-1,96,103,-6,21,-23,0.0,-1,2
CCOC(=O)c1cc2nc(Nc3ccc(OC)cc3)sc2s1,2,-3,104,80,-11,4,-43,-3.4,-13,3
Cc1ccn2c(-c3csc(NCc4ccco4)n3)c(C)nc2c1,1,0,82,82,-3,6,-42,-3.4,-25,8
Cn1cnnc1SCC(=O)Nc1ccccc1C(=O)NC1CC1,1,0,89,92,-7,18,5,-2.7,-2,-8
c1ccc(-c2cn3nc4c(nc3n2)CCCC4)cc1,2,0,59,64,-9,7,-105,-0.7,-2,9
